# Source: PubChem BioAssay (several laboratories)
# TNAP act hi DEA – TNAP activators at high phosphate acceptor level, primary screen, biochemical, luminescence, uHTS. Alkaline phosphatase, tissue-nonspecific isozyme (Homo sapiens), P05186. 200,000 tested, under 10 active. activation factor at 20 µM. purified TNAP, CDP-star luminescence, 1 M DEA, 30 min; active compounds read high; 0 = EDTA background, 1 = DMSO-only activity;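 active means activation factor at least 2 at 20 µM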
# Target sequence (P05186 whole entry, looked up): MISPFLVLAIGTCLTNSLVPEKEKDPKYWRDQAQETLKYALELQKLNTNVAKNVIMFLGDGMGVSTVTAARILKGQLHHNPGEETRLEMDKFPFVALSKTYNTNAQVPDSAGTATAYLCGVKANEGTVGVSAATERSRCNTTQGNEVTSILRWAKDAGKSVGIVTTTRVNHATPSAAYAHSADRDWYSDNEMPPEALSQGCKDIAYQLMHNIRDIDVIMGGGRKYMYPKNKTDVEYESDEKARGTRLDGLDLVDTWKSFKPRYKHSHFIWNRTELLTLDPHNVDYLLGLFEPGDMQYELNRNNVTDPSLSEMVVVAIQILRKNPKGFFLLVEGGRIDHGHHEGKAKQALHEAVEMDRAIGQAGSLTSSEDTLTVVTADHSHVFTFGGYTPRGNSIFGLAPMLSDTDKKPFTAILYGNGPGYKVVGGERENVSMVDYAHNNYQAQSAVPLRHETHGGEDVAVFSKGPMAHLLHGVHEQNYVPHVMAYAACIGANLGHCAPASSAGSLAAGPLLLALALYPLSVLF
#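 Control set: EDTA negative control, DMSO positive control / Assay system: human TNAP / Quantity: TNAP 1/800 final / Evaluation: TNAP activation factor scaled between EDTA and DMSO control wells / Measured by: luminescent substrate turnover signal / Compound dosing: one dose, 20 µM / Times: 30 min enzyme reaction at room temperature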
# PMI act satM6P – human PMI activators, high substrate, primary screen, biochemical, fluorescence intensity, near-saturating mannose 6-phosphate; Mannose-6-phosphate isomerase (Homo sapiens), P34949; coupled PMI enzyme assay, resazurin fluorescence, 20 min; active compounds read high; 1 = untreated enzyme, 0 = substrate-free blank; activation factor at 20 µM; 190,000 tested, 0.34% active;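 active means activation factor of 2 or more at 20 µM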
# Target sequence (P34949 whole entry, looked up): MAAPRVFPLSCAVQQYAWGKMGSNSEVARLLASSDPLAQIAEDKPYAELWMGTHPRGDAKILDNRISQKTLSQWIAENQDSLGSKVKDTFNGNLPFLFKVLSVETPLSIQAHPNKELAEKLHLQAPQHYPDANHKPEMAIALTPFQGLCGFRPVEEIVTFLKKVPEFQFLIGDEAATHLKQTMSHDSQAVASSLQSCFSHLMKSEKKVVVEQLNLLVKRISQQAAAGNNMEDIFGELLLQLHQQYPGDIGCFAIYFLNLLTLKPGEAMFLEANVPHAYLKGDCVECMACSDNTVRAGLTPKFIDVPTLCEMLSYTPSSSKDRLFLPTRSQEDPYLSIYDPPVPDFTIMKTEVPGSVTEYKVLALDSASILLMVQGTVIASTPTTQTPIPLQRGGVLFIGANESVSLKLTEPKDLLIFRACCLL
#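 Test system: human phosphomannose isomerase with PGI, G6PDH, diaphorase coupling enzymes; amount: 15 ng/mL PMI; incubation: enzyme reaction with compound 20 min at room temperature; technique: resorufin fluorescence (Ex 544/Em 590 nm) from resazurin via diaphorase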
# TNAP inh hiacc – human TNAP enzyme inhibitors, primary screen, biochemical, luminescent, high phosphate acceptor level, uHTS; Alkaline phosphatase, tissue-nonspecific isozyme (Homo sapiens), P05186; purified TNAP, CDP-star luminescence, 1 M DEA; inhibition, % at 20 µM; 200,000 tested, 0.03% active; AID 1135, 2008;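 active means over 50% inhibition of tissue-nonspecific alkaline phosphatase at 20 µM in the single-dose screen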;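 further: plate controls were DMSO wells for no effect and EDTA-quenched wells as full inhibition for full effect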
# G6PDH counter – L. mesenteroides G6PDH inhibitors, counter-screen for G6PDH-coupled screening assays, biochemical, Leuconostoc mesenteroides enzyme. glucose-6-phosphate dehydrogenase [Leuconostoc mesenteroides]. Purified L. mesenteroides G6PDH, diaphorase/resazurin coupled fluorescence, 45 min. inhibition, % at 5 µM. 200,000 tested, 0.12% active. AID 1020, 2008; in the data active means inhibition above about 50%
# PMI activator – activators of human PMI, primary screen, biochemical, fluorescence intensity, near-Km mannose 6-phosphate; Mannose-6-phosphate isomerase (Homo sapiens), P34949; purified human PMI, coupled resazurin fluorescence, 20 min; active compounds read high; 1 = vehicle control, 0 substrate-free wells; activation factor at 20 µM; 190,000 tested, 0.005% active;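 active means activation factor of 2 or more at 20 µM, relative to plate controls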
# TNAP inh no acc – human TNAP enzyme inhibitors, primary screen, biochemical, luminescent, no phosphate acceptor, uHTS. purified TNAP, CDP-star luminescence, 30 min. inhibition, % at 20 µM. 200,000 tested, 0.26% active. AID 1012, 2008;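 active means tissue-nonspecific alkaline phosphatase inhibition above about 50% at 20 µM in the single-dose screen, limit read from the data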;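 further: 0% = DMSO negative control and 100% = EDTA positive control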
# Efa HMGR inh – inhibitors of E. faecalis class II HMGR, primary screen, biochemical, Enterococcus faecalis; 190,000 tested, 0.41% active; purified E. faecalis HMGR, NADPH absorbance 340 nm kinetic; inhibition, % at 10 µM; AID 1066, 2008;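 active means inhibition above a set limit, the median over all tested compounds plus 3 SD, cut at about 9.5% in these data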;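 further: enzyme runs in reverse so mevalonate oxidation gives rising NADPH absorbance; 0% = complete reaction with DMSO and 100% = background rate lacking mevalonate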
# Diaph inh CS – diaphorase inhibitors and chemical oxidizers, primary screen, counter-screen for diaphorase-coupled primary assays, biochemical, uHTS, resorufin fluorescence | diaphorase resazurin-to-resorufin fluorescence, NADH, 16 min; bacterial (C. kluyveri) enzyme, not human | inhibition, % at 20 µM | 190,000 tested, 0.69% active | AID 1217, 2008;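 active means primary screen inhibition at 20 µM above a set limit, cut at about 50% in these data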;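 further: plate controls were DMSO with full reaction for no effect and wells lacking NADH for full effect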
#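 Benchmarks: positive control wells lacking NADH, neutral wells with DMSO only. System: bacterial diaphorase enzyme (C. kluyveri). Input: 0.14 U/mL diaphorase, enzyme working solution. Detection: resorufin fluorescence, excitation 544 nm, emission 590 nm. Times: 16-min room-temperature incubation before reading.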
# FLuc stim CS – FLuc activators, initial screening, artefact control for FLuc-dependent activation tests, biochemical, ATPlite luminescence. Luciferin 4-monooxygenase (Photinus pyralis), P08659. ATPlite luciferase biochemical, 10 min; 0 = ATP-free wells, 1 = DMSO control. activation factor at 10 µM. 200,000 tested, under 10 active. AID 1027, 2008;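 active means luciferase activation factor, scaled between plate controls, of at least 2 with compound at 10 µM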
#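 Material: luciferase plus luciferin reagent, cell-free. Medium: PBS buffer for ATP. Also added: ATP substrate, dispensed from a 10.24 µM working solution in PBS. Doses: test compounds dosed from 2 mM stocks in 100% DMSO. Incubation: 10 min post-reagent at room temperature. Technique: light output (luminescence). Read-out basis: luminescence gain marking luciferase activators.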
# Diaph act CS – compounds boosting diaphorase resazurin reduction – biochemical, uHTS, resorufin fluorescence, counter-screen for diaphorase-coupled primary assays, primary screen. Diaphorase/resazurin coupled assay, 16 min; active compounds read high; 1 = vehicle wells, 0 = NADH-free wells. activation factor at 20 µM. 190,000 tested, 0.005% active. AID 1229, 2008;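 active means diaphorase activity raised at least twofold by the compound at 20 µM; inactive means activation factor below 2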
#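 Material: Clostridium kluyveri diaphorase, purified enzyme; Quantity: enzyme 0.07 U/mL final; Medium: HEPES pH 7.4 buffer with MgCl2 and Tween 20; Dosing: single compound dose of 20 µM, 1% DMSO final; Schedule: 16 min reaction at room temperature; Measured by: red resorufin fluorescence at 544/590 nm excitation/emission.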
# Numbers without * were called inactive.
SMILES,TNAP act hi DEA,PMI act satM6P,TNAP inh hiacc,G6PDH counter,PMI activator,TNAP inh no acc,Efa HMGR inh,Diaph inh CS,FLuc stim CS,Diaph act CS
O=C(CSc1nccc(=O)[nH]1)c1ccco1,1,0.9,2,7,0.9,-6,0,8,1,0.9
Cc1cc(C)nc(SCC(=O)c2ccc3c(c2)OCCO3)n1,1,0.9,1,0,0.9,-9,0,5,1,0.9
O=C(CSc1nnc(Cc2cc(=O)[nH]c(=O)[nH]2)n1-c1ccc(Cl)cc1)N1CCc2ccccc21,1,1,4,-7,1,-5,2,4,1,1
O=C(CNS(=O)(=O)c1ccccc1)Nc1ccc(C(F)(F)F)cc1,1,1.1,-5,12,1.1,-5,-2,5,1,1
CC(=O)OCc1cc2cc(C)ccc2[nH]c1=O,1.1,1,-10,11,1,-15,-4,18,1,0.8
CCC(=O)Nc1ccc(Nc2nc(Cl)nc(Nc3ccc(NC(=O)CC)cc3)n2)cc1,1,1.1,3,-6,1.1,3,-3,14,1,0.9
CCOC(=O)c1ccccc1NC(=O)c1cc2sccc2n1C,1,1,-2,-47,0.9,-11,1,26,1,0.7
CCn1c(SCc2nc3ccccc3s2)nnc1-c1cccs1,1,1.2,-4,-23,1.1,-12,-7,10,1,0.9
c1ccc2oc(SCc3nc4ccccc4s3)nc2c1,1,1.1,-4,-3,1,-9,-1,14,0.9,0.9
O=C1[C@H]2[C@H]3[C@H](O)[C@H](O)C/C(=N\OC[C@@H](O)COCc4ccco4)[C@@H]3CC[C@H]2C(=O)N1c1ccc(F)cc1F,1,1,2,17,1.1,1,-2,3,1,1

# Part of the list above in order of SMILES length, rising.
SMILES,TNAP act hi DEA,PMI act satM6P,TNAP inh hiacc,G6PDH counter,PMI activator,TNAP inh no acc,Efa HMGR inh,Diaph inh CS,FLuc stim CS,Diaph act CS
CCn1c(SCc2nc3ccccc3s2)nnc1-c1cccs1,1,1.2,-4,-23,1.1,-12,-7,10,1,0.9
CCC(=O)Nc1ccc(Nc2nc(Cl)nc(Nc3ccc(NC(=O)CC)cc3)n2)cc1,1,1.1,3,-6,1.1,3,-3,14,1,0.9
O=C1[C@H]2[C@H]3[C@H](O)[C@H](O)C/C(=N\OC[C@@H](O)COCc4ccco4)[C@@H]3CC[C@H]2C(=O)N1c1ccc(F)cc1F,1,1,2,17,1.1,1,-2,3,1,1

# No new results follow: 3 of the compounds above.
SMILES,TNAP act hi DEA,PMI act satM6P,TNAP inh hiacc,G6PDH counter,PMI activator,TNAP inh no acc,Efa HMGR inh,Diaph inh CS,FLuc stim CS,Diaph act CS
CCn1c(SCc2nc3ccccc3s2)nnc1-c1cccs1,1,1.2,-4,-23,1.1,-12,-7,10,1,0.9
c1ccc2oc(SCc3nc4ccccc4s3)nc2c1,1,1.1,-4,-3,1,-9,-1,14,0.9,0.9
O=C1[C@H]2[C@H]3[C@H](O)[C@H](O)C/C(=N\OC[C@@H](O)COCc4ccco4)[C@@H]3CC[C@H]2C(=O)N1c1ccc(F)cc1F,1,1,2,17,1.1,1,-2,3,1,1

# In a second layout: entries from further up
smiles	TNAP act hi DEA	PMI act satM6P	TNAP inh hiacc	G6PDH counter	PMI activator	TNAP inh no acc	Efa HMGR inh	Diaph inh CS	FLuc stim CS	Diaph act CS
O=C(CSc1nnc(Cc2cc(=O)[nH]c(=O)[nH]2)n1-c1ccc(Cl)cc1)N1CCc2ccccc21	1	1	4	-7	1	-5	2	4	1	1
O=C(CNS(=O)(=O)c1ccccc1)Nc1ccc(C(F)(F)F)cc1	1	1.1	-5	12	1.1	-5	-2	5	1	1
CC(=O)OCc1cc2cc(C)ccc2[nH]c1=O	1.1	1	-10	11	1	-15	-4	18	1	0.8

# The list continues:
SMILES,TNAP act hi DEA,PMI act satM6P,TNAP inh hiacc,G6PDH counter,PMI activator,TNAP inh no acc,Efa HMGR inh,Diaph inh CS,FLuc stim CS,Diaph act CS
O=C(Nc1ccccc1C(F)(F)F)c1cc(-c2ccccc2O)on1,1,1.1,3,3,1,-4,-2,-2,1,1
CC1CCCC(C)N1C(=O)CSc1nnc(NC(=O)Cc2cccs2)s1 (stereo unspecified),1.1,1.1,-8,8,1.2,-16,-5,-2,1,1
Cc1ccc(C)c2[nH]c(=O)c(CN(Cc3nnnn3C3CCCCC3)CC3CCCO3)cc12 (stereo unspecified),1,1.9,4,2,1.7,-4,-5,-3,0.9,1
Cc1ccc(C2CCN(C(=O)Nc3ccc(F)cc3)C2)cc1 (stereo unspecified),1,0.8,2,2,0.9,-6,4,7,0.7,0.9
COc1cccc(CN2CCNC(=O)C2CC(=O)N(C)CCc2ccccn2)c1OC (stereo unspecified),1.1,0.9,-8,2,0.9,-12,-1,14,1.1,0.9
O=C(NCCc1ccccc1)c1ccc2nc(-c3ccco3)c(-c3ccco3)nc2c1,0.9,1.1,5,25,1.1,9,2,49,1,0.5
COc1ccc(CCNC(=O)C2CCC(CNS(=O)(=O)c3ccc(F)cc3)CC2)cc1OC (stereo unspecified),1,1,0,4,0.9,-18,3,7,1,0.9
CC1CCCN(C(=O)C2CCN(CC(C)c3ccccc3)CC2)C1 (stereo unspecified),1,0.8,-4,0,0.9,-8,15*,18,1.1,0.8
O=C(NCc1ccncc1)C(=O)N/N=C/c1ccc(OCc2ccccc2)cc1,1,1,-4,-3,1,-23,-1,6,1.1,0.9
Cc1ccc2c(c1)nnn2C1CCN(CC(=O)NCCc2nc3ccccc3[nH]2)CC1,1,0.9,-1,2,0.9,16,-6,6,1,0.9
Cc1cc(O)c(NC(=O)c2ccc(Br)o2)cc1C,1,0.9,0,-10,0.9,-7,-5,13,0.8,0.9
Brc1ccc(-c2nc3ncccn3c2NC2CCCCC2)o1,1,1.2,-3,-6,1.1,-13,0,20,1,0.8
COc1ccc(C(=O)Nc2ccc(Cl)c(S(=O)(=O)Nc3ccccc3OC)c2)cc1,1,0.9,0,-16,0.8,6,2,12,0.8,0.9
COc1ccc(-c2noc(CN3CCCCC3c3nccn3C)n2)cc1 (stereo unspecified),1,1.1,0,4,1.1,-2,0,-10,1,1.1
CCOC(=O)N1CCC(N2C(=O)c3ccccc3C2Nc2ccccc2)CC1 (stereo unspecified),1.1,1,-7,-4,1,-11,3,15,1.1,0.9
Cc1cc(C)n(CC(=O)N/N=C/c2ccc([N+](=O)[O-])s2)n1,0.9,0.8,10,7,1.3,-1,0,12,1.1,0.9
O=C1CCC(C(=O)N(c2ccccc2)C2(C(=O)NC3CCCCC3)CCCCC2)N1 (stereo unspecified),1.1,1,-7,5,1,-15,3,14,1.1,0.9
Cc1nn(CC(=O)NCc2ccccn2)c(C)c1[N+](=O)[O-],1.1,0.9,-7,15,0.9,-2,-4,20,1,0.8
CCN(C(=O)COC(=O)CNC(=O)c1ccc(C)s1)c1ccccc1,1,1.1,0,9,1.1,12,-4,2,1,1
COc1ccc(C)cc1NC(=O)C12CCC(C)(C(=O)O1)C2(C)C (stereo unspecified),1.1,1,-9,-5,1,-19,-7,11,1,0.9
O=C(CN1CCN(CC(=O)Nc2ccc3c(c2)OCO3)CC1)Nc1ccc(F)cc1,1,1,0,-2,1,-8,-2,-3,1,1
O=C(N1CCCC1)C12CCC3CC(CC(C3)C1)C2,1.1,1,-5,-4,1,-16,-2,10,1,0.9
C=CCNC(=S)NCCCCC1NC(=S)N(CC=C)C1=O (stereo unspecified),1,1.1,-2,-9,1,-4,-6,15,1.1,0.8
CCc1ccc(OCC(=O)OC2CCS(=O)(=O)C2)cc1 (stereo unspecified),1.1,0.9,-6,4,0.9,-6,4,0,1.1,1
Cc1c(Cl)c([N+](=O)[O-])nn1CCCC(=O)O,1,0.9,-2,19,1.1,-10,-4,3,1,1
O=C(NCCc1csc(-c2ccccc2)n1)c1ccc(Br)o1,1,0.8,-5,-17,0.8,5,-11,18,1.1,0.8
O=C(CCc1ccccc1)Nc1ccc(Cl)cn1,1,1,-4,3,1,-8,-3,-6,1,1.1
Clc1ccc(C2=Nn3c(nnc3-c3n[nH]c4c3CCC4)SC2)cc1,1.1,0.9,-9,2,0.9,-57,-2,36,1,0.6
NC(=O)NC(=O)COC(=O)c1ccc(OC(F)(F)F)cc1,1,0.9,-1,8,0.9,-5,3,9,1,0.9
COc1ccc(N=C2NC(=O)/C(=C\C=C\c3ccccc3)S2)cc1,1,1,-3,12,0.9,-21,-5,11,1,0.9
COc1ccc(N(C(=O)c2cccc([N+](=O)[O-])c2)S(=O)(=O)c2ccc3c(c2)n(C)c(=O)n3C)cc1,1.1,0.9,-5,1,0.8,-8,0,25,1,0.8
COc1ccccc1Sc1nc(-c2ccccn2)ncc1OC,1,1,-3,18,1.1,-3,-2,-4,1.1,1
O=C(NC1CCN(C(=O)NCc2ccccc2)CC1)c1ccco1,1.1,0.9,-8,3,0.9,-13,-3,23,1,0.8
CN(C)S(=O)(=O)c1cccc(-c2cn3ccccc3n2)c1,1,1.1,3,-4,1,-4,-1,-7,0.9,1.1
NC(=O)c1cc2ccc(O)cc2oc1=NCc1ccccc1,1,1,-3,8,1,-15,2,8,1.1,0.9
CC(C)(C)NC(=O)CN(C(=O)CS(=O)CC(=O)Nc1ccc(F)cc1)c1ccc(Cl)cc1 (stereo unspecified),1,1,-4,-16,1,-1,-5,6,1.1,0.9
N#Cc1c(NCc2ccccc2)ccnc1NCc1cccnc1,1.1,1,-5,8,1,2,2,12,1,0.9
COc1ccc(CCNC(=O)CSc2nc(O)c(CCC(C)C)c(=O)[nH]2)cc1OC,1.1,1,-6,-4,1,-17,1,16,1.1,0.8
Cc1ccc(N/C(=C\C(=O)c2ccccc2)C(=O)O)cc1,1,1,0,8,1,0,-3,1,1,1
